GPR151 ag = activators of human GPR151, primary screen, cell-based, PathHunter beta-arrestin, luminescence; PathHunter beta-arrestin GPR151 cells; 650,000 compounds, 1% hits; activation, % at 11.2 µM; in the data active = activation above about 4.9%;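 also: 0% = median of compound wells and 100% = cells with positive control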
Target sequence (Q8TDV0 whole entry, looked up): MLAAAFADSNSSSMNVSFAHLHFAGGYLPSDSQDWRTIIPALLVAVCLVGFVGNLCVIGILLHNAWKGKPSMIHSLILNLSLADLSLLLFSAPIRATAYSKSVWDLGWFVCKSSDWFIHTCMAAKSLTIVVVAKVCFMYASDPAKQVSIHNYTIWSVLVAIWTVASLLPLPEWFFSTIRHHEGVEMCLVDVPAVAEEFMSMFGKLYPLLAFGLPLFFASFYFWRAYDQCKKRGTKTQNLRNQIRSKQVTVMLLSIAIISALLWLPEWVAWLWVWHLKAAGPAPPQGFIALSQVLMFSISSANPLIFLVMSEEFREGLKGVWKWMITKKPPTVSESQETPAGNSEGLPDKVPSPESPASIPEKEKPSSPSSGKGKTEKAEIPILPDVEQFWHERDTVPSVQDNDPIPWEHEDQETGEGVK
FBW7 act = FBW7 E3 ligase activators, primary screen, biochemical, AlphaScreen, human; F-box/WD repeat-containing protein 7 (Homo sapiens), Q969H0; AlphaScreen FBW7–phospho-cyclin E peptide binding, activator screen; normalized activity (activation), % at 26.1 µM; 650,000 compounds, 0.13% hits; AID 1259310, 2017; in the data active = normalized activity above about 1.9%;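 also: purified mutant Fbw7 with reduced substrate affinity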
TEAD-YAP block = TEAD-YAP interaction inhibition, primary screen, TEAD-YAP interaction inhibitor project, luminescence, HEK-TIYL cells; TEAD-Gal4/YAP UAS-luciferase luminescence; inhibition, % at 9.12 µM; 640,000 compounds, 1.4% hits; AID 1259422, 2018; in the data active = inhibition above about 32%;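 also: 0% = median of test compound wells and 100% = reference inhibitor wells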
MITF primary = MITF inhibitors, primary screen, biochemical, AlphaScreen, human; Microphthalmia-associated transcription factor (Homo sapiens), O75030; AlphaScreen MITF homodimerization, bead proximity signal; inhibition, % at 2.6 µM; 650,000 compounds, 0.91% hits; in the data active = inhibition above about 50%;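 also: 0% = vehicle wells with protein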
Target sequence (O75030 whole entry, looked up): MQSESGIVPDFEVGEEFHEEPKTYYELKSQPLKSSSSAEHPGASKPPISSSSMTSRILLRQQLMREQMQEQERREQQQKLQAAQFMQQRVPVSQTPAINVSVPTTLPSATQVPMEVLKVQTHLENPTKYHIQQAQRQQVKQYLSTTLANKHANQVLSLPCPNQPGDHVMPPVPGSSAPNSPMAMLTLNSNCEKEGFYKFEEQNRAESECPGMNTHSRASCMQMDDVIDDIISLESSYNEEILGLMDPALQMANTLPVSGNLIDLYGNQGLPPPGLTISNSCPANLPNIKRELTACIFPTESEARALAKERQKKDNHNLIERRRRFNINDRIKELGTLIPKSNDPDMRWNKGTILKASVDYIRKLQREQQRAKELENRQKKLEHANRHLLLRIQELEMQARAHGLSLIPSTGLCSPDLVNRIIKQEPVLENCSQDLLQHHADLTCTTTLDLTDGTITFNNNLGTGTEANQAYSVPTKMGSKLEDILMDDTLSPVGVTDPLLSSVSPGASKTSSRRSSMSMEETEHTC
* hit, by the source's call; & = joins results of further samples.

Sample of the layout, five compounds:
SMILES	GPR151 ag	FBW7 act	TEAD-YAP block	MITF primary
Cc1cccc(Nc2ccc(N3CCN(C(=O)/C=C/c4ccco4)CC3)nn2)n1	0.7	0.3	10	5
COCCCNC(=O)CC(=O)N/N=C/c1ccccc1OCc1ccccc1	-0.1	-0.1	-1	4
CCOC(=O)c1sc(=S)n(-c2cc(F)ccc2F)c1N	-0.1	-0.1	-5	-9
C=CCNC(=O)C(=O)NCCc1ccccc1	-1.2	-0.1	-8	-5
CCOC(=O)c1cnn(C(=O)Cc2ccsc2)c1N	0.7	0.3	0	0

All compounds of this part, repeating the preview:
SMILES	GPR151 ag	FBW7 act	TEAD-YAP block	MITF primary
Cc1cccc(Nc2ccc(N3CCN(C(=O)/C=C/c4ccco4)CC3)nn2)n1	0.7	0.3	10	5
COCCCNC(=O)CC(=O)N/N=C/c1ccccc1OCc1ccccc1	-0.1	-0.1	-1	4
CCOC(=O)c1sc(=S)n(-c2cc(F)ccc2F)c1N	-0.1	-0.1	-5	-9
C=CCNC(=O)C(=O)NCCc1ccccc1	-1.2	-0.1	-8	-5
CCOC(=O)c1cnn(C(=O)Cc2ccsc2)c1N	0.7	0.3	0	0
O=C(Nc1nnc(SCc2ccc(F)cc2)s1)[C@@H]1CCCN1C(=O)c1cccs1	2.1	-0.1	3	5
C=CCOc1ccc2c(C)c(CC)c(=O)oc2c1	-0.5	0.6	6	7
NC(=O)C1CCN(C(=O)c2cc(-c3ccc(Cl)cc3Cl)on2)CC1	-0.1	0.2	-6	11
CCOc1ccc(S(=O)(=O)NCCSCc2ccco2)cc1	0.1	1.3	17	5
CCc1n[nH]c(=S)n1/N=C/c1cc(Br)c(OC)cc1OC	-1.4	0.0	9	2
CN1CCN(c2ccc(-c3[nH]nc4nc(-c5cccc(C(=O)N(C)C)c5)ccc34)cc2)CC1	-0.2	0.2	-30	-16
Cc1nn2c(SCC(=O)Nc3ccccc3C(F)(F)F)nnc2[nH]c1=O	-0.4	0.2	-1	11
CC1=C(C(=O)NCCc2ccc(S(N)(=O)=O)cc2)C2(CCC(C)CC2)OC1=O (stereo not given)	-1.8	2.0*	-7	19
CCOC(=O)c1c(NC(=O)c2ccc(Cl)cc2NS(=O)(=O)c2ccc(C)cc2)sc2c1CCCC2	1.3	0.0	-21	3
CCN(CC)C(=O)C1CCCN(Cc2ccc(OC)c(Br)c2)C1 (stereo not given)	0.3	-0.1	1	45
Cc1cc(C(=O)NCc2ccccc2)c(=O)[nH]c1C	-1.5	0.0	2	1
CN(C)c1ccc(C(C(=O)NC(C)(C)C)N(C(=O)c2csnn2)c2ccccc2)cc1 (stereo not given)	0.4	0.0	3	6
CC1CCN(c2c(NCC3CCC(C(=O)N4CCc5ccccc5C4)CC3)c(=O)c2=O)CC1 (stereo not given)	-0.4	0.0	-4	7
Cc1noc(C)c1S(=O)(=O)N1CCC(C(=O)N(CCO)Cc2ccccc2)CC1	-1.3	0.4	-20	4
O=C1OCCC1(CCO)c1ccccc1 (stereo not given)	0.7	0.1	-11	-12
O=C1NC(=O)N(Cc2ccco2)C(=O)/C1=C\c1ccc(-c2ccc([N+](=O)[O-])cc2Cl)o1	0.5	0.2	19	26
S=c1[nH]nc(-c2ccc(Br)cc2)n1-c1ccc(Br)cc1	0.0	-0.1	-13	3
O=C(CN1CCC(O)(c2ccc3c(c2)OCO3)CC1)N1CCCCCC1	-2.2	0.1	2	13
CCOc1ccc(S(=O)(=O)NNC(=S)NCc2ccc(Cl)cc2)cc1	-1.6	-0.2	-2	-11
O=C(CN1C(=O)[C@@H]2CCCN2C(=O)c2ccccc21)Nc1cccc2ccccc12	-0.1	-0.1	3	-9
O=[N+]([O-])c1ccc(-n2ccnc2)cc1	-0.7	0.1	0	18
O=C(NN=C1CCCCCC1)c1ccc(Cl)cc1O	-0.2	-0.2	-22	-16
Cc1ccc(C(=O)COC(=O)CNC(=O)Cc2ccccc2)cc1C	1.1	0.0	14	4
CCOCCCNC(=O)c1cc(-c2ccc(Br)s2)nc2ccccc12	-0.2	0.0	4	10
COc1ccc(OC(C)C(=O)NC2CCCCCC2)cc1 (stereo not given)	-0.9	0.1	9	-4
CCc1ccccc1NC(=O)CN(c1ccc(C)cc1)S(=O)(=O)c1ccsc1C(=O)OC	1.4	-0.1	1	8
COc1ccc(N2C(=O)C3C(C2=O)C2C=CC3C23CC3)c([N+](=O)[O-])c1 (stereo not given)	1.0	-0.1	10	-3
COc1ccc(N2CCN(C(=O)CCC(=O)N3CCSc4ccccc43)CC2)cc1	-1.3	0.4	1	8
CCOc1ccc(/C=N/Nc2snc(SC)c2C#N)cc1	0.9	0.0	-9	8
CCOc1ccc(-n2c(SC)nc3c(sc(=S)n3-c3ccccc3)c2=O)cc1	0.7	0.1	-1	-3
COc1cc(OC)cc(-c2nc(=S)n3ccsc3n2)c1	2.6	0.1	7	11
O=[N+]([O-])c1cc(Cl)ccc1N1CCOCC1	0.2	0.1	-10	22
Clc1ccccc1CCNc1nc(Cc2ccccc2)nc2sc3c(c12)CCCC3	-0.3	0.0	4	0
CCOc1ccccc1NC(=O)Cn1c(=O)n(Cc2ccc(C)cc2)c(=O)c2cccnc21	1.3	0.2	1	-15
O=[N+]([O-])c1ccc(C2SCCN2S(=O)(=O)c2ccc(F)cc2)cc1 (stereo not given)	-0.6	0.0	6	9
O=C(COC(=O)c1ccc(CO)cc1)Nc1ccc(OC(F)F)cc1	-0.4	0.0	-5	3
COC(=O)c1cc(C)sc1NC(=S)NC(C)c1cn(C)nc1C (stereo not given)	-0.5	0.0	-2	23
COc1ccccc1CNC(=O)c1sc(=S)n(CCc2ccccc2)c1N	-0.5	-0.4	5	-2
CCOC(=O)c1[nH]c(C)c(C(=O)C(C)C)c1C	0.9	-0.1	-19	10
CCC(C)N1C(=O)S/C(=C/c2cccs2)C1=O (stereo not given)	-2.6	0.0	-26	-14
COc1ccccc1NC(=O)Cn1nnc(-c2ccccc2NC(=O)c2ccccc2F)n1	0.5	0.0	-12	3
NC(=S)NNC(=O)c1ccccc1OCc1ccccc1	-0.2	0.0	-1	7
CC(C)CC(=O)Nc1ccccc1-c1cnn(C)c1	2.1	0.0	-3	2
Cc1cc(C)c2sc(=NC(=O)CN3C(=O)CCC3=O)n(C)c2c1	-0.4	0.0	-3	12
Cc1cc(C(=O)NCCCN2CCOCC2)c2ccccc2n1	-0.4	0.1	-2	-11
C=C(C)Cn1c(SCC(=O)OC)nc2c1c(=O)n(C)c(=O)n2C	-1.0	0.1	4	-5
CC(=C/C(=O)O)/C=C/c1cc2ccccc2[nH]1	0.1	-0.2	1	-10
O=C(Cc1ccc([N+](=O)[O-])cc1)N/N=C/c1ccccc1O	0.5	0.1	-1	6
Cc1cc(-c2ccccc2)nc(N2CCN(c3ccccn3)CC2)n1	1.1	0.1	-4	-5
Cc1ccc(F)c(CN[C@H]2C[C@H]3C(=O)N[C@@H](Cc4ccccc4)C(=O)N3C2)c1	-0.2	0.0	-14	-5
COc1ccc(C(=O)Nc2cccc3c2C(=O)c2ccccc2C3=O)cc1	0.2	0.0	10	-7
CN(CC(=O)NCCc1ccccc1)S(=O)(=O)c1ccc2[nH]c3c(c2c1)CCCC3	1.6	-0.1	-4	7
Cc1ccc(Cl)cc1NC(=O)CN(c1ccccc1)S(=O)(=O)c1ccccc1[N+](=O)[O-]	1.4	0.2	7	8
O=C(CC(O)(c1ccccc1)c1ccccc1)Nc1ccccc1	2.4	0.0	-7	-12
COC(=O)c1c(NC(=O)C2C3C=CC(C3)C2C(=O)O)sc2c1CCCCCC2 (stereo not given)	-1.0	-0.2	22	3

Profiles from above.
Listed for O=C(CC(O)(c1ccccc1)c1ccccc1)Nc1ccccc1 : GPR151 ag: 2.4; FBW7 act: 0.0; TEAD-YAP block: -7; MITF primary: -12
Listed for Cc1cc(-c2ccccc2)nc(N2CCN(c3ccccn3)CC2)n1 : GPR151 ag: 1.1; FBW7 act: 0.1; TEAD-YAP block: -4; MITF primary: -5

Remaining list, next part.
SMILES	GPR151 ag	FBW7 act	TEAD-YAP block	MITF primary
COc1ccccc1C(=O)Nc1cc(-c2nn3c(C)nnc3s2)ccc1C	-0.4	0.0	5	-1
CN1/C(=C\C(=O)C(F)F)C(C)(C)c2ccccc21	1.8&-0.4	0.2&0.0	12&1	14&-8
COc1ccc(/C(N)=N/OC(=O)c2ccc([N+](=O)[O-])cc2)cc1OC	-0.1	0.0	-5	8
COc1ccc(C(=O)Nc2nnc(CSCc3ccccc3)s2)cc1	-0.6	0.1	-1	-16
CCN1CCN(c2ncnc3sc(C(=O)Nc4ccc(F)c(Cl)c4)c(C)c23)CC1	-1.8	0.2	-14	15
CCOc1ccccc1-n1c(=S)sc2c(=O)n(-c3ccc(F)cc3)c(=S)[nH]c21	-1.0	0.3	3	4
O=C(O)CC12CC3CC(CC(O)(C3)C1)C2	2.1	-0.1	15	-9
COc1cc2nc(Nc3ccc(C(F)(F)F)cc3)nc(NCc3ccccc3)c2cc1OC	1.9	0.1	2	7
CC1=C(C(=O)OCc2ccccc2)C(c2cn(-c3ccccc3)nc2-c2cccc([N+](=O)[O-])c2)C(C(=O)OCc2ccccc2)=C(C)N1	-0.9	0.0	1	5
Cc1ccc2nc(NC(=O)c3cccc([N+](=O)[O-])c3)sc2c1	-1.0	-0.2	-56	5
O=C(Cn1c(C2CC2)nc2c(cnn2-c2ccccc2)c1=O)Nc1ccc(F)cc1	3.8	1.1	-4	17
CCOC(=O)c1sc2nc3c(cc2c1N)COC(C)(C)C3	0.4	0.1	-59	-10

Already shown: an excerpt of the list.
SMILES	GPR151 ag	FBW7 act	TEAD-YAP block	MITF primary
O=C(Cn1c(C2CC2)nc2c(cnn2-c2ccccc2)c1=O)Nc1ccc(F)cc1	3.8	1.1	-4	17
CCOC(=O)c1sc2nc3c(cc2c1N)COC(C)(C)C3	0.4	0.1	-59	-10

Additional structures follow:
SMILES	GPR151 ag	FBW7 act	TEAD-YAP block	MITF primary
COc1ccc(NC(=O)CCc2c(C)nc3c4c(C)cc(C)nc4nn3c2C)cc1	0.0	0.2	0	-5
CCCNC(=O)C1CCN(S(=O)(=O)c2cnc[nH]2)CC1	-0.3	-0.5	1	-24
COc1cc2oc(=O)cc(C)c2cc1OS(=O)(=O)c1ccc(C)cc1	-0.5	0.0	-4	-18
Cc1ccc(-c2nc3ccccc3s2)cc1NC(=O)Cc1ccccc1	-1.1	0.1	-9	-8
CC(=O)c1ccc(OCCCC(=O)Nc2ccc(F)c(Cl)c2)cc1	1.2	0.4	-3	-9
O=C(c1ccc2c(=O)n(Cc3cccc(Br)c3)c(=S)[nH]c2c1)N1CCCC1	-1.0	-0.1	-2	-4
COC(=O)C1CC(=O)N(Cc2ccccc2)C12CCN(CCC(C)c1ccc(C)o1)CC2 (stereo not given)	-0.3	0.1	2	-10
Cn1nc(C(F)(F)F)c(CNC(=O)c2ccc(C(F)(F)F)cc2)c1N1CCOCC1	-1.9	-0.1	-4	-10
CCOc1cccc2c1OC(c1ccccc1Cl)N1N=C(c3cccs3)CC21 (stereo not given)	0.2	0.4	-67	13
CN(CCc1ccccc1)C1CCN(c2ccc(CC(=O)N3CCC(O)CC3)cc2)CC1	-0.3	0.0	-2	-10
O=c1[nH]nc(-c2cccnc2)n1C1CCCCC1	-0.4	-0.1	2	-135
O=C(CN1CCC(c2ccncc2)CC1)N1CCOCC1	-0.1	0.0	7	3
COc1cc(Nc2nc(N3CCCC3CO)nc3c2ncn3CCN2CCCC2=O)cc(OC)c1OC (stereo not given)	-2.3	-0.2	-8	-1
CC(C)=CCN1CCN(Cc2cccn2-c2ccccn2)CC1CCO (stereo not given)	-0.2	0.2	-1	11
Cn1ccnc1C1(O)CCN(C(=O)c2ccc(F)cc2)CC1	1.5	-0.2	-1	-3
CCOc1ccc(NS(=O)(=O)c2ccc(NC(=O)C(F)(F)F)cc2)cc1	1.6	0.2	0	7
O=C1Oc2c(ccc3ccccc23)C1(O)C(F)(F)F (stereo not given)	1.3	-0.2	-2	-6
Cc1ccc(N(CC(=O)N2CCOCC2)S(C)(=O)=O)cc1C	-0.7	0.0	-2	8
CN1CCc2cc(C(CNC(=O)C3(c4cccs4)CCCC3)N3CCOCC3)ccc21 (stereo not given)	-0.3	-0.1	8	1
CCOC(=O)c1c(NC(=O)CSc2nnc(CNC(=O)Cc3ccc(OC)cc3)n2C2CCCCC2)sc2c1CCCC2	-0.2	0.7	15	29
Cc1cccc(C(=O)NCCN(C)C)c1	0.7	-0.1	-9	6
O=C(CSc1nnc(NC(=O)c2ccccc2)s1)NC1CC1	-1.0	0.2	-10	16
CCCCOCC(O)CN1CCOCC1 (stereo not given)	-0.8	0.1	6	-5
CC1C(c2ccccc2)C(C#N)(C#N)C2(C#N)CC1(O)NC2=O (stereo not given)	1.6	-0.1	6	0
CCOc1ccc(CCNC(=S)NNC(=O)c2ccncc2)cc1OCC	0.6	0.7	0	18
Cn1nnc2c(SCC(=O)NC(C)(C)C)ncnc21	-0.7	-0.3	6	-8
Cc1sc(-n2cccc2)c(C(=O)NN)c1C	0.3	0.0	7	9
Cc1ccc(CNC(=O)C2c3ccccc3C(=O)N3CCc4ccccc4C23)o1 (stereo not given)	0.4	-0.1	3	13
CCOC(=O)C1=C(C)N=c2s/c(=C\c3ccc(Br)o3)c(=O)n2C1c1cccc(OC)c1 (stereo not given)	-1.6	-0.1	-6	-15
CCC1CCCCN1C(=O)c1oc(=O)c2ccccc2c1-c1ccc(C)cc1 (stereo not given)	1.3	0.1	-7	9

From PubChem BioAssay
